ALOX12 inh = Primary qHTS assay for inhibitors of human arachidonate 12S-lipoxygenase (ALOX12): Round 2; purified 12hLO, xylenol orange hydroperoxide absorbance; Potency, µM (highest dose often 108 µM), without a hit: at the highest dose activity change, negative = inhibition, usual class: inhibitors; hit rate 1.1% among 580,000; Polyunsaturated fatty acid lipoxygenase ALOX12 (Homo sapiens), P18054; AID 1671190, 2021; also: % is scaled to controls: 0 for no effect and ±100 for the full control effect
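Purified human 12hLO at 150 nM in 25 mM Hepes, 0.01% Triton X-100, pH 7.0, preincubated 15 min at room temperature with compound. Reaction started with 40 uM arachidonic acid, 30 min at room temperature. Hydroperoxide measured by Fe-xylenol orange, 573/405 nm absorbance ratio.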
Pin1 inh = qHTS Assay to Find Inhibitors of Pin1. Peptidyl-prolyl cis-trans isomerase NIMA-interacting 1 (Homo sapiens), Q13526. Pin1 FP peptide displacement, HiFluor488, 10 min. Potency, µM (titrated, usually from 115 µM), inactives show top-dose activity, negative = inhibition, most hits filed as inhibitors. hit rate 0.009% among 390,000. AID 504891, 2011; active = well fitted inhibition curve with a large enough effect in the polarisation, with a control signal flat, not every such curve was filed as active; inconclusive = small, poorly fitted or top-dose-only effect, or effect the other way, or a change in a side signal; inactive = no such curve, though single readings can be large or run the other way; the % refers to the polarisation; also: % is scaled to controls: 0 for no effect and ±100 for the full control effect
RGS4 inh = Inhibitors of Regulator of G Protein Signaling (RGS) 4: qHTS; Regulator of G-protein signaling 4 (Homo sapiens), P49798; Potency, µM (series often up to 114 µM), inactives show top-dose activity change, negative = inhibition, hits mostly inhibitors; AID 504845, 2011; Transcreener GDP fluorescence polarization, RGS4-accelerated GTP hydrolysis; hit rate 0.039% among 390,000; also: % is scaled to controls: 0 for no effect and ±100 for the full control effect; nearly all actives have a fitted effect of over 75% in size; some results filed as inactive show a strong effect at the top dose
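MLSMR compounds (23 nl, pin-transferred) preincubated 10 min at room temperature with a 500nM (2x) first reagent, then RGS4 at 900nM (2x) plus Transcreener GDP mix added; fluorescence polarization (620/688 nm) read before and after 90 min at 30 °C.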
rTrxR1 inhibitor = qHTS Assay for Inhibitors of Mammalian Selenoprotein Thioredoxin Reductase 1 (TrxR1): qHTS. Thioredoxin reductase 1, cytoplasmic (Rattus norvegicus), O89049. recombinant rTrxR1, NADPH fluorescence consumption, selenite substrate. Potency, µM (top dose mostly 114 µM), for the others: at the top dose activity change, negative = inhibition, usual class: inhibitors. hit rate 1% among 390,000; also: % is scaled to controls: 0 for no effect and ±100 for the full control effect; nearly all actives have a fitted effect of over 65% in size
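Rat TrxR1 (90 nM in the dispensed reagent) was pre-reduced with 400 uM NADPH for 5 min at room temperature, then incubated with compound for 15 min. After 400 uM selenite was added, NADPH fluorescence (Ex 340/Em 450 nm) was followed for 8 min.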
HP1b binding inh = HTS for Inhibitors of HP1-beta Chromodomain Interactions with Methylated Histone Tails | Potency, µM (titrated, usually from 114 µM), inactives show at the top dose activity change, negative = inhibition, hits mostly inhibitors | AlphaScreen HP1-beta / biotin-H3K9me3 peptide binding | hit rate 0.56% among 390,000 | AID 540317, 2011; also: nearly all actives have a fitted effect of over 70% in size; inactives centre near 23
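Compound inhibition of the preformed complex between 50 nM HP1-beta and 50 nM biotinylated H3K9me3 peptide was read by AlphaScreen. Buffer was PBS pH 7.4 with 0.01% Tween-20. Incubations ran 30 min at room temperature, with 10 ug/mL donor/acceptor beads.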
ERG Ets-DNA blk = qHTS for Small Molecule Inhibitors of the ERG Ets/DNA interaction; fluorescence polarization, His-ERG Ets domain / labelled DNA; hit rate 0.028% among 370,000; Transcriptional regulator ERG (Homo sapiens), P11308; Potency, µM (series often up to 76.9 µM), for the others: at the highest dose FP activity, negative = inhibition, usual class: inhibitors; AID 624246, 2012; active = well fitted inhibition curve with a large enough effect in the polarisation, with a control signal flat; inconclusive = small, poorly fitted or top-dose-only effect, or effect the other way, or a change in a side signal; inactive = no such curve, though single readings can be large or run the other way; the % refers to the polarisation;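 also: polarization taken with two DNA probes labelled with fluorescein and Texas red; % of control where 0% means no effect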
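His-tagged ERG Ets domain (1 uM in the protein solution; 300mM KCl, 50mM Tris-HCl, 1mM EDTA, 1mM DTT, pH 7.5) received compound, then a probe mix of 5 nM fluorescein-DNA and 100nM Texas-615-DNA. Fluorescence polarization was read for both dyes.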
JMJD2A Tudor = qHTS Assay for Inhibitors of JMJD2A-Tudor Domain; Lysine-specific demethylase 4A (Homo sapiens), O75164; AlphaScreen JMJD2A-Tudor / H3K4me3 peptide binding; Potency, µM (doses to about 114 µM), without a hit: top-dose activity change, negative = inhibition, actives largely listed as inhibitors; hit rate 4.4% among 390,000; also: % is scaled to controls: 0 for no effect and ±100 for the full control effect; nearly all actives have a fitted effect of over 50% in size
Target sequence (O75164 whole entry, looked up, the tested form may be a part): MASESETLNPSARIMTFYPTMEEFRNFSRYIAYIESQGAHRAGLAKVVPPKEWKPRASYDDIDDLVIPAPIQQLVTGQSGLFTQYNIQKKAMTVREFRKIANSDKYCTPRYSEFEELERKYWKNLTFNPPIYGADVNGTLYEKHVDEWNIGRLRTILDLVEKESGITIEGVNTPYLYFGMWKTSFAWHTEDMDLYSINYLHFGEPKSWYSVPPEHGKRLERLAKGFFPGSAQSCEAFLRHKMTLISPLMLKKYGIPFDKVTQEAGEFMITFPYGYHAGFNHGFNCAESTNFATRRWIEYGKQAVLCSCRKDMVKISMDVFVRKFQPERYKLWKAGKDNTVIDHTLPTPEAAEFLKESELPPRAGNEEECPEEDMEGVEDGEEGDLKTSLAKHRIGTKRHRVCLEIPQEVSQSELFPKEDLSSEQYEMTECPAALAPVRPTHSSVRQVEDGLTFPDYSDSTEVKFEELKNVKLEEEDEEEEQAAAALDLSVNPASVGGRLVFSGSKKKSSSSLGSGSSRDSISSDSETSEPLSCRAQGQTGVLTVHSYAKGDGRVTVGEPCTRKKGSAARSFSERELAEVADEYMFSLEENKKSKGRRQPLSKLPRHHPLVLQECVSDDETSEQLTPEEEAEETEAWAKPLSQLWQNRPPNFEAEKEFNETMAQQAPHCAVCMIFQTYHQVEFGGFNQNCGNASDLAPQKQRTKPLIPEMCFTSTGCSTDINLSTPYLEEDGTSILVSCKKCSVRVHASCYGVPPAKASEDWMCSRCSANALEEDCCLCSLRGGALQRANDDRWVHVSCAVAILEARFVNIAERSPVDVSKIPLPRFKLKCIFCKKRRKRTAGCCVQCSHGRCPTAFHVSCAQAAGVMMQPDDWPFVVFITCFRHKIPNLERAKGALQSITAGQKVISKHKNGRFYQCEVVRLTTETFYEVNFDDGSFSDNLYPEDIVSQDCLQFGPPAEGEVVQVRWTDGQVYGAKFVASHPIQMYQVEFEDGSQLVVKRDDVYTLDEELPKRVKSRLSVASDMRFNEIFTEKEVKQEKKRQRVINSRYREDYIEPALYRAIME
GLS inhibitor = qHTS for Inhibitors of Glutaminase (GLS) | Glutaminase kidney isoform, mitochondrial (Homo sapiens), O94925 | GLS enzymatic activity, qHTS titration | Potency, µM (doses to about 45.5 µM), for inactives: at the highest dose activity change, negative = inhibition, hits mostly inhibitors | hit rate 0.21% among 410,000; also: % is scaled to controls: 0 for no effect and ±100 for the full control effect
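Glutamate formation by hKGA was monitored fluorometrically using coupled glutamate oxidase, HRP and Amplex Red. Substrate was added as 1 mM L-glutamine solution; incubation was 30 min at RT after an initial read.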
Tb PGK inh = qHTS Assay to Find Inhibitors of Phosphoglycerate Kinase; Potency, µM (top dose mostly 57.5 µM), for the others: top-dose activity change, negative = inhibition, most hits filed as inhibitors; PGK/GAPDH coupled, Kinase-Glo luminescence, 60 min; Phosphoglycerate kinase, glycosomal (Trypanosoma brucei brucei), P07378; hit rate 0.043% among 380,000; also: % is scaled to controls: 0 for no effect and ±100 for the full control effect; nearly all actives have a fitted effect of over 60% in size
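Recombinant glycosomal PGK reaction used 1,3-bisphosphoglycerate generated in-well by GAPDH (100nM final) in 100mM TEA pH 7.6, 5mM MgCl2, 0.01% Tween-20. After 60 minutes at room temperature, ATP was read by Kinase-Glo Plus luminescence end-point.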
* hit, by the source's call; i = inactive; ? = inconclusive; . = not tested or not shown; & = joins results of further samples; [ ] = remark or other dose. Unless noted, calls follow the shape of the dose curve; as a rule, active = well fitted curve in the direction sought with a large enough effect; inconclusive = small, poorly fitted or top-dose-only effect, or another doubt; inactive = no such curve, though single readings can be large; an effect the other way counts as inactive or inconclusive. Potency is read from the fitted curve at half-maximal effect.

#	SMILES	ALOX12 inh	Pin1 inh	RGS4 inh	rTrxR1 inhibitor	HP1b binding inh
1	CCCSc1nc2[nH]ncc2c(=O)[nH]1	10%	0%	2%	-7%	38%
2	COc1ccc(N2CCN(C(=O)c3ccc4c(c3)N(Cc3cc(C)ccc3C)C(=O)c3ccccc3S4=O)CC2)cc1 (centres undefined)	-21%	1%	-14%	19%	?
3	COc1ccc(NC(=O)c2ccco2)cc1NC(=O)c1cccs1	-6%	2%	-1%	16%	25%
4	O=C(O)CC(CC(=O)Nc1ccc(F)c(Cl)c1)c1ccc(Cl)cc1Cl (centres undefined)	?	-2%	8%	-4%[57.1 µM]	11%
5	Cc1cccc(C2CC(c3ccccc3)Nc3ncnn32)c1 (centres undefined)	219%[activator]	1%	-9%	28%	40%[activator]
6	O=C(NCc1ccccc1)C1CCCN1S(=O)(=O)c1ccc(Cl)cc1 (centres undefined)	?	4%	-28%	18%	50%[activator]
7	COc1ccccc1C(=O)n1nc(-c2ccco2)nc1SC	-5%	0%	-40%	?	44%[activator]
8	CC1(N(O)/C=C2\C=CC=CC2=O)CCCCC1=O (centres undefined)	-10%	1%	18%	-12%	30%
9	COc1cc(Cn2nnc3ccccc32)ccc1O	9%	1%	-2%	2%	20%
10	Cc1ccc(S(=O)(=O)c2nc(-c3ccccc3Cl)oc2N2CCCCCC2)cc1	-18%	3%	-25%	12%	?

#	ERG Ets-DNA blk	JMJD2A Tudor	GLS inhibitor	Tb PGK inh
1	-1%	2%	1%	4%
2	1%	?	7%	-10%
3	2%	-2%	10%	i
4	-13%	-15%	-7%	-2%
5	1%	-14%	0%	-9%
6	6%	19%	-7%	-8%
7	-3%	-11%	28%	-3%
8	15%	-16%	28%	3%
9	4%	-31%	14%	i
10	10%	-33%	4%	.

Going on with the list:
#	SMILES	ALOX12 inh	Pin1 inh	RGS4 inh	rTrxR1 inhibitor	HP1b binding inh
11	CC(C)CNC(=S)N1CCN(c2nc3ccccc3s2)CC1	-6%	2%	2%	17%	3%
12	CNC(=O)COC(=O)Cc1ccc(Cl)cc1	-3%	-3%	-20%	1%[57.1 µM]	47%[activator]
13	CC/C(=N/NC(=O)c1ccc2c(c1)OCO2)c1ccccc1O	29%	7%	33%	10%	28%
14	Cc1cccc2sc(N(Cc3cccnc3)C(=O)CCS(=O)(=O)c3ccccc3)nc12	?	76%[activator]	-49%	?	28%
15	OCC1CCCN(Cc2ccc(-c3ccccc3)cc2)C1 (centres undefined)	?	-13%	-6%	28%[57.1 µM]	?
16	Brc1cccc(OCCn2ccnc2)c1	?	-9%	-48%	8%	-16%
17	COc1cccc(/C=C2\SC(=S)N(CCCC(=O)N3CCCC3)C2=O)c1	-40%	?	-15%	-2%	?
18	Cc1cc(=O)oc2c(C)c(OCC(=O)NCCCn3ccnc3)ccc12	0%&17%	-2%	-13%	-8%	34%
19	COc1ccc(C(=O)Cn2cnc3ccccc3c2=O)cc1	?	1%	-47%	4%	22%[57 µM]
20	COc1ccccc1C(=O)n1nc(-c2ccco2)nc1NCc1ccc(Cl)cc1	1%	10%	-2%	24%	15%

#	ERG Ets-DNA blk	JMJD2A Tudor	GLS inhibitor	Tb PGK inh
11	0%	-3%	10%	-2%
12	4%	-4%	6%	i
13	-4%	-35%	14%	10%
14	-1%	-19%	-5%	-1%
15	-5%	2.2µM*	-4%	-7%
16	-3%	3.5µM*	-2%	-1%
17	10%	45µM*	1%	-1%
18	4%	-19%	-5%	i
19	-1%	-3%	-10%	i
20	-6%	-31%	-7%	.

Remaining list, next part.
#	SMILES	ALOX12 inh	Pin1 inh	RGS4 inh	rTrxR1 inhibitor	HP1b binding inh
21	CCC[n+]1c2ccccc2cc2ccccc21	?	-2%	?	-23%	-34%
22	Nc1n[nH]c(N)c1N=Nc1ccc(Cl)cc1	-22%	-1%	11%	-7%	-33%
23	CCOC(=O)C1CCN(S(=O)(=O)c2ccc(C)c(C(=O)NC3CCCCC3)c2)CC1	7%	-1%	-7%	-5%	28%
24	Nc1nc(-n2cnnc2)nn1-c1ccccc1	12%	-5%	-5%	12%[57.1 µM]	21%
25	CC1CCN(CC(=O)Nc2ccccc2C#N)CC1	0%	-6%	-5%	14%[57.1 µM]	29%
26	COc1ccc(CNC(=O)c2cnc3cc(C)ccn3c2=O)cc1	-15%&0%	42%&17%[activator]	-45%&10%	2%&-10%	28%&0%
27	COc1ccc(NS(=O)(=O)c2ccc(NC(=S)NC(=O)c3ccc(F)cc3)cc2)nn1	?	-5%	-1%	3%[57.1 µM]	18%
28	Cc1cccc(C(=O)OCC(=O)N2CCCCCC2)c1O	?	-10%	3%	26%	33%
29	Cc1cc2ncn(-c3ncnc4scc(-c5ccccc5)c34)c2cc1C	3%	-1%	-36%	-11%	14%
30	O=C(NCc1ccccc1Cl)C1CCCN1C(=O)Nc1ccccc1 (centres undefined)	0%	-2%	-11%	18%	36%

#	ERG Ets-DNA blk	JMJD2A Tudor	GLS inhibitor	Tb PGK inh
21	-11%	20µM*	?	-7%
22	-2%	35µM*	?	-10%
23	-4%	-3%	-2%	-5%
24	-7%	-11%	2%	8%
25	-13%	2%	-5%	i
26	1%&-2%	0%&-19%	1%&1%	-8%&-3%
27	-9%	-17%	2%	-6%
28	8%	6%	3%	1%
29	-1%	-26%	0%	i
30	2%	-9%	-5%	-17%

Continued:
#	SMILES	ALOX12 inh	Pin1 inh	RGS4 inh	rTrxR1 inhibitor	HP1b binding inh
31	C=CCn1c(Cc2cccs2)nnc1SCC(=O)Nc1ccc(C(=O)OCC)cc1	-10%	3%	8%	-6%	36%
32	CC(/C=N/NC(=O)CSc1nnc(SCc2ccccc2)s1)=C\c1ccco1	-15%	38%[activator]	-28%	-1%[57.1 µM]	?
33	CCN(CC)CCCNC(=S)N(CCCO)Cc1cc2cc3c(cc2[nH]c1=O)OCO3	-2%	-1%	-7%	-2%	12%
34	O=C(NCc1ccc2c(c1)OCO2)c1cc(-c2ccccc2)nn1CC1CC(c2cccnc2)=NO1 (centres undefined)	-2%	-8%	-50%	17%	32%[activator]
35	C=CCCC(=O)Nc1ccc(COC(=O)N2CCOCC2)cc1	16%	-7%	11%	4%	22%
36	O=C(CSc1ncccc1C(=O)O)c1ccccc1	-14%	-9%	-38%	8%	51%[activator]
37	CCOc1ccc(-c2cc(C(=O)NCc3ccc(OC)cc3)c3c(-c4ccc(F)cc4)[nH]nc3n2)cc1	-28%	-2%	-12%	14%[57.1 µM]	4%
38	Cc1nonc1NC(=O)c1oc2ccccc2c1C	6%	-2%	5%	16%	27%
39	CCOc1ccc(OCCC(=O)N(CC)CC(=O)Nc2ccccc2OC)cc1	-8%	5%	-39%	8%[57.1 µM]	49%[activator]
40	COC(=O)c1cc(Oc2ccc(S(=O)(=O)N3CCOCC3)cc2[N+](=O)[O-])cc(C(=O)OC)c1	7%	1%	-24%	1%	38%

#	ERG Ets-DNA blk	JMJD2A Tudor	GLS inhibitor	Tb PGK inh
31	-2%	1%	2%	-7%
32	-4%	-36%	8%	-3%
33	3%	-10%	-2%	-8%
34	-4%	?	2%	-1%
35	.	-15%	6%	.
36	.	?	3%	-9%[11.5 µM]
37	-2%	-8%	-9%	-2%
38	-2%	10%	8%	-8%
39	18%	-3%	-1%	-1%
40	-5%	-21%	0%	i

Single records, as listed above. Screens in order: ALOX12 inh, Pin1 inh, RGS4 inh, rTrxR1 inhibitor, HP1b binding inh, ERG Ets-DNA blk, JMJD2A Tudor, GLS inhibitor, Tb PGK inh
CCN(CC)CCCNC(=S)N(CCCO)Cc1cc2cc3c(cc2[nH]c1=O)OCO3 reads -2%, -1%, -7%, -2%, 12%, 3%, -10%, -2%, -8%
O=C(NCc1ccc2c(c1)OCO2)c1cc(-c2ccccc2)nn1CC1CC(c2cccnc2)=NO1 (centres undefined) reads -2%, -8%, -50%, 17%, 32%[activator], -4%, ?, 2%, -1%
C=CCn1c(Cc2cccs2)nnc1SCC(=O)Nc1ccc(C(=O)OCC)cc1 reads -10%, 3%, 8%, -6%, 36%, -2%, 1%, 2%, -7%
COC(=O)c1cc(Oc2ccc(S(=O)(=O)N3CCOCC3)cc2[N+](=O)[O-])cc(C(=O)OC)c1 reads 7%, 1%, -24%, 1%, 38%, -5%, -21%, 0%, i
CCOc1ccc(-c2cc(C(=O)NCc3ccc(OC)cc3)c3c(-c4ccc(F)cc4)[nH]nc3n2)cc1 reads -28%, -2%, -12%, 14%[57.1 µM], 4%, -2%, -8%, -9%, -2%

Source: PubChem (National Center for Advancing Translational Sciences (NCATS))

An excerpt. The share of hits here may be higher or lower than overall.
